# EBNA-1 inh = EBNA-1 DNA-binding inhibitors, primary screen, biochemical, fluorescence polarization. inhibition, % at 14.8 µM. hit rate 0.34% among 300,000. AID 1950, 2009; in the data active = inhibition above about 28%
# GASC-1 inh = inhibitors of GASC-1 histone demethylase, primary screen, biochemical, fluorescence, DELFIA europium | hit rate 0.069% among 330,000 | inhibition, % at 2.35 µM | AID 2099, 2009 | GST-JMJD2C(1-420) H3K9me3 demethylation;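 active = more than half of a compound's replicate wells show inhibition beyond 50%, single wells judged on their own value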;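 also: signal counts dimethyl H3K9 product captured on neutravidin plate; 0% = median of DMSO wells and 100% = 0.3 times that DMSO median; strong numbers were not always called active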
# core dimer inh = inhibitors of HCV core protein dimerization, primary screen, biochemical, TR-FRET, high-throughput | TR-FRET GST/Flag-core106 dimerization, 1536-well | inhibition, % at 5 µM | hit rate 0.33% among 300,000;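 active = inhibition above the mean of all tested compounds plus 3 SD, set per screening campaign, cut at about 45% in these data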
#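 Assay system: tagged HCV core106 pair (GST and Flag); medium: KF-containing HEPES buffer, pH 7.45, DTT, CHAPS, BSA; also added: Eu donor and XL665 acceptor anti-tag antibodies; dosing: 5 µM single dose; timing: compound-protein-antibody incubation 4 h at 22.5 °C; signal: TR-FRET 671 and 617 nm emission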
# PP1 inh = PP1-alpha phosphatase inhibitors, primary screen, counter-screen for PP5 inhibitor project, biochemical, fluorescence, OMFP substrate, single point | purified PP1alpha | inhibition, % at 6.7 µM | hit rate 0.9% among 320,000 | AID 2235, 2010;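 active = inhibition above the mean inhibition of all tested compounds plus 3 SD, computed separately for each screening campaign, cut at about 15% in these data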
# Target sequence (P62136 whole entry, looked up): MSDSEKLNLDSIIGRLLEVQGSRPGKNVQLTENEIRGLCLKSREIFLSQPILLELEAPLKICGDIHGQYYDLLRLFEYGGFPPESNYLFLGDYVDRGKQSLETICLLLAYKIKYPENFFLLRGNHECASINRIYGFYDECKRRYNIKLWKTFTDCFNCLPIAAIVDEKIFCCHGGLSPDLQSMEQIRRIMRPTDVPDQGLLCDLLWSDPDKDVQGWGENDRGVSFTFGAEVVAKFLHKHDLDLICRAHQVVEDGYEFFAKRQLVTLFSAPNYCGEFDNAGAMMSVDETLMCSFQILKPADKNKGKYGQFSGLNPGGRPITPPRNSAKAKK
# ZTA DNA inh = counter-screen for EBNA-1 inhibitors: inhibitors of Epstein-Barr virus ZTA; P03206; ZTA-DNA binding, fluorescence polarization; inhibition, % at 11 µM; hit rate 0.15% among 320,000; in the data active = inhibition above about 33%
# Target sequence (P03206 whole entry, looked up): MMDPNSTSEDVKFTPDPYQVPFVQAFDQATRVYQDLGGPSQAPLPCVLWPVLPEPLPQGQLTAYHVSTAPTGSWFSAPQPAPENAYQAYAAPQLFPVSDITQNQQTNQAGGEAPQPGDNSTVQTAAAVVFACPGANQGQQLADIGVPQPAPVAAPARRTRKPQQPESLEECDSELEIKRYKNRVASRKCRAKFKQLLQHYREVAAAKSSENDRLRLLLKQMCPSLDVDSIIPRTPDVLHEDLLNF
# PP5 inh = PP5 phosphatase inhibitors, primary screen, biochemical, fluorescence; Serine/threonine-protein phosphatase 5 (Homo sapiens), P53041; purified PP5c, OMFP substrate fluorescence; inhibition, % at 6.7 µM; hit rate 0.18% among 320,000;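 active = inhibition above the campaign's mean inhibition across all tested compounds plus 3 SD, cut at about 9.5% in these data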;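 also: 0% = DMSO only and 100% = 100 µM cantharidin control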
# Target sequence (P53041 whole entry, looked up): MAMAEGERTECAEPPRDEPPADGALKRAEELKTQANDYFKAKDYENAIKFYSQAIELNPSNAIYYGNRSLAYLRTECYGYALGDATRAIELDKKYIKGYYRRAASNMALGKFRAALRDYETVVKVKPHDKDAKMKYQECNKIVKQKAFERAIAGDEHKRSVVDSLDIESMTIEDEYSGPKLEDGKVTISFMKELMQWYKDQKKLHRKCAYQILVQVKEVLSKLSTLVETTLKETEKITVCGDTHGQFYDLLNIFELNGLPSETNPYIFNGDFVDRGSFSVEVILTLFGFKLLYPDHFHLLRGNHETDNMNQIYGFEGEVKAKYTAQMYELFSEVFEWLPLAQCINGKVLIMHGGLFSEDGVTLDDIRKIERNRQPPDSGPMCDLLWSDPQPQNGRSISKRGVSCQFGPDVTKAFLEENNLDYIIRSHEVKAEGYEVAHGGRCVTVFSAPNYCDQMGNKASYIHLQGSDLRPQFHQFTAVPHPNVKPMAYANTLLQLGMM
# Yeast superoxide = reduction of superoxide in aged yeast, primary screen, HTS. S. cerevisiae aged cells, superoxide DHE fluorescence; hits give low values. superoxide response (% of plate mean), % at 10 µM. hit rate 0.18% among 330,000. AID 2690, 2010;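 active = superoxide response under a set limit, about three screen SD below normal, cut at about 65% in these data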;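 also: yeast aged for seven days with compound at 30 °C before DHE staining; 100% = average MFI of all compound-treated wells on the plate with controls excluded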
# TPT1 inhibitor = Candida albicans TPT1 enzyme inhibitors, primary screen, biochemical, fluorescence polarization | tRNA 2'-phosphotransferase TPT1 (Candida albicans SC5314) | recombinant caTPT1, FP RNA substrate dephosphorylation | inhibition, % at 5 µM | hit rate 0.81% among 300,000;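 active = inhibition above the mean of all tested compounds plus 3 SD, set per screening campaign, cut at about 24% in these data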;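 also: plate controls were DMSO alone for no effect and ferristatin control at 100 nM for full effect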
# Fh CTSL1 inh = Fasciola hepatica cathepsin L1 inhibitors, primary screen, counter-screen for PFM18AAP inhibitor project, biochemical, QFRET, fluorogenic peptide substrate. hit rate 0.49% among 300,000. inhibition, % at 5.96 µM. recombinant F. hepatica cathepsin L1, Z-Leu-Arg-MCA fluorescence. AID 1906, 2009;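 active = inhibition above the mean of all tested compounds plus 3 SD, set per screening campaign, cut at about 17% in these data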;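 also: 0% = plate median of test compound wells and 100% = 1 µM Z-Phe-Ala-diazomethylketone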
# Active calls of the source: *; i = inactive; . = no result given; & = joins results of further samples.
smiles	EBNA-1 inh	GASC-1 inh	core dimer inh	PP1 inh	ZTA DNA inh	PP5 inh	Yeast superoxide	TPT1 inhibitor	Fh CTSL1 inh
CCCc1nn(C)c(C(=O)Nc2cccc(CC)c2)c1Cl	-10	11	6	-1	11	2.5	105	-2	1
Cc1ccc(-c2csc(N3CCC(C(N)=O)(N4CCCCC4)CC3)n2)cc1	5	5	3	0	1	-1.2	86	-2	0
Cc1[nH]n(-c2ccc(Cl)cc2)c(=O)c1C=Nc1ccc(S(=O)(=O)N2CCOCC2)cc1	-7	-2	2	0	12	5.0	95	-4	-1
COc1cccc(CNc2cc(C)ccn2)c1O	2	20	-7	-3	-5	1.5	102	-1	-1
COc1cc(CCC(=O)OCC(=O)Nc2cccc(S(N)(=O)=O)c2)cc(OC)c1OC	4	-9	4	-3	-1	1.9	103	1	-5
CC1(C)CC(=O)N(c2ccccc2)C1(C)O (stereo not drawn)	-8	-19	0	1	-13	1.0	104	-1	6
O=c1cc(O)c2sc(Nc3ccc(Cl)c(F)c3)nc2[nH]1	0	10	11	4	-6	-1.9	101	19	-2
COc1ccc(C(=O)N/C(=C\c2ccc3c(c2)OCO3)C(=O)NCCc2nc3ccccc3[nH]2)cc1	7	-16	2	-2	8	-2.8	111	-1	2
COCCn1nnnc1SCC(=O)c1ccc(F)cc1	5	-6	0	0	7	-0.2	98	-3	5
O=C(CSc1nncn1-c1cccnc1)N1CCOCC1	-5	-2	3	-2	-2	1.1	108	0	-1
COc1ccc(C(=O)COC(=O)c2ccccc2NS(=O)(=O)c2ccc(O)c([N+](=O)[O-])c2)cc1	8	2	11	9	-5	2.8	129	-1	1
CCN(CC)S(=O)(=O)c1ccc(N2CCN(S(=O)(=O)c3ccc4c(c3)OCCO4)CC2)nc1	-3	11	9	4	20	1.4	98	3	-3
O=C(Nc1cccc(F)c1)N1C2CCC1CC(O)(c1cccnc1)C2 (stereo not drawn)	5	i	-3	-4	-3	-1.7	119	-3	-1
COC(=O)c1sc2nc3c(cc2c1N)CCCC3	8	-6	-4	1	8	0.6	89	0	0
O=C(Cc1cn2ccsc2n1)Nc1ccccc1Oc1ccccc1	7	-48	-2	0	-11	3.1	95	-7	2
Cc1ccc(C)c(-n2cc(CNC(C)Cn3cncn3)c(-c3ccccc3)n2)c1 (stereo not drawn)	1	3	2	-2	-7	-1.5	111	0	0
Cc1ccc(NC(=O)CCNC(=O)c2ccc(Br)cc2)nc1	4	3	1	-3	-8	1.2	101	-1	1
CC(=O)N1C(=O)N(C(C)=O)C2C1N(C)C(=O)N2C(C)=O (stereo not drawn)	0	-5	-6	-3	6	1.8	96	-3	-1
Cc1ccc2c(COC(=O)CC3Sc4ccccc4NC3=O)cc(=O)oc2c1C (stereo not drawn)	6	-11	10	2	-6	0.3	97	-5	-66
Cc1ccc(-c2onc3ccc(Br)cc23)cc1	-9	-18	-17	-2	-10	0.5	87	0	3

# (more compounds)
smiles	EBNA-1 inh	GASC-1 inh	core dimer inh	PP1 inh	ZTA DNA inh	PP5 inh	Yeast superoxide	TPT1 inhibitor	Fh CTSL1 inh
Cc1ccc(/C(N)=N/OC(=O)C23CC4CC(CC(C4)C2)C3)cc1	-1	-1	0	-2	-7	3.0	97	-3	-1
c1ccc(CN2CCOCCOCCOCCOCCOCCOCC2)cc1	2	0	2	-1	-7	1.6	78	2	-3
Cc1ccc(CN(C(=O)c2ccccc2C)C2CCS(=O)(=O)C2)o1 (stereo not drawn)	5	-8	5	-5	5	-1.3	92	-2	-1
CCCCC1CCC(C(=O)Nc2ccccc2N2CCOCC2)CC1 (stereo not drawn)	.	.	.	1	-9	3.0	125	.	.
N#CC1=C(N)OC2=C(C(=O)CCC2)C12C(=O)N1CCCc3cccc2c31 (stereo not drawn)	-5	-2	0	-2	-6	2.5	105	-4	0
O=C(O)/C=C/C(=O)Nc1ccc(C(=O)c2ccccc2)cc1	-2	9	1	2	0	-0.4	98	0	-5
COc1ccc(Cl)cc1S(=O)(=O)N1CCN=C1Cc1ccccc1	13	1	1	3	10	-2.6	104	1	-1
Cc1ccc(-n2c(N)c(C(=O)N3CCCCC3)sc2=S)cc1	-4	-7	-1	-1	1	1.6	80	0	8
CCCCc1nc(C(N)=O)c2[nH]c(=O)n(-c3ccc(OCC)cc3)c2n1	11	-3	7	0	0	1.5	113	-1	2
CCOC(=O)N1CCC(NC(=O)C2CCCN(c3nc4ccccc4o3)C2)CC1 (stereo not drawn)	-2	103	-1	0	2	-0.5	103	-4	-5
S=C(NCCNC(=S)Nc1ccccc1)Nc1ccccc1	2	2	-17	0	-5	1.7	103	-4	-1
CCOC(=O)c1ccc(NC(=O)Cn2nc(C)c3ccccc3c2=O)cc1	-2	-2	-1	3	15	2.7	97	3	-6
O=C(O)CCC1(c2ccccc2)NC(=O)NC1=O (stereo not drawn)	5	-15	3	-6	-5	-1.1	104	-2	-4
CC(=O)c1sc(-c2ccc(F)cc2F)nc1C	-3	-18	1	-7	10	-1.3	106	-1	3
O=c1ccc2cc(S(=O)(=O)N3CCN(c4ccccc4F)CC3)ccc2[nH]1	7	6	30	0	4	0.6	82	-2	-2
O=C(Nc1ccc(S(=O)(=O)N2CCCc3ccccc32)cc1)C1CCCO1 (stereo not drawn)	2	19	3	-5	-8	2.2	98	-1	-2
Cc1ccc(OC(=O)c2cccnc2)cc1	0	-19	-2	-3	-16	-1.8	105	0	-1
O=C(COc1ncnc2c(Cl)cc(Cl)cc12)N1CCCCC1	0	3	-1	-2	-8	1.4	86	1	-1
CC(C)CC(=O)NC(Nc1ccccc1F)C(Cl)(Cl)Cl (stereo not drawn)	-15	-6	-4	-1	-5	1.4	96	1	-1
COc1ccc(C2C=C(c3ccc(Br)s3)Nc3ncnn32)cc1OC (stereo not drawn)	2	6	2	-1	6	-3.4	98	-87	-2

# Continuation:
smiles	EBNA-1 inh	GASC-1 inh	core dimer inh	PP1 inh	ZTA DNA inh	PP5 inh	Yeast superoxide	TPT1 inhibitor	Fh CTSL1 inh
Cc1cc(NC(=O)c2ccno2)no1	0	7	-5	-3	-2	1.2	95	-2	0
CCN1C(=O)c2cccc3c(S(=O)(=O)Nc4c(C)n(C)n(-c5ccccc5)c4=O)ccc1c23	3	-16&3	10	1	-9	1.9	102	-3	1
CCOc1cc2[nH]c(=O)n(CCc3ccc(OC)c(OC)c3)c(=O)c2cc1OCC	-1	-5	-4	0	-7	-1.1	95	-9	3
Cc1ccc(C(=O)NC(C)c2ccccc2)cc1S(=O)(=O)N1CCOCC1 (stereo not drawn)	13	-7	-5	-1	6	2.6	98	2	0
COc1ccccc1NC=C1C(=O)OC2(CCCCC2)OC1=O	-11	-2	4	-2	-1	1.7	118	-1	-6
O=C(NCC(=O)N1CCN(C/C=C/c2ccccc2)CC1)c1ccc(OC(F)F)cc1	.	10	.	0	-6	-2.1	72	.	.
O=C(CC1SC(N2CCCCC2)=NC1=O)Nc1cccc(C(F)(F)F)c1 (stereo not drawn)	1	1	0	1	-13	1.5	97	0	3
CSc1nncc(/C(C)=N/O)n1	10	-1	-8	-2	7	1.7	113	-2	3
CCOCCCn1c(SCC(=O)Nc2ccc3[nH]c(=O)[nH]c3c2)nc2ccccc2c1=O	-4	-39	-1	0	-7	-0.3	93	1	4
N#Cc1ccc(/C=N/NC(=S)Nc2ccc(S(=O)(=O)N3CCOCC3)cc2)cc1	10	1	10	1	9	2.5	90	-2	8
CC(C)OC(=S)N/C(=N\S(=O)(=O)c1ccccc1)c1ccccc1	5	-6	-1	-5	1	-2.7	87	-2	5
CCN(CC)S(=O)(=O)c1ccc(C(=O)OCCN2C(=O)CCC2=O)cc1	-2	-13	4	-1	-6	1.2	110	-8	0
Cc1c(NC(=O)C(C)OC(=O)COc2cccc3c2OC(C)(C)C3)c(=O)n(-c2ccccc2)n1C (stereo not drawn)	17	-1&13	-5	-2	2	-0.8	105	-2	0
Nn1c(Cc2ccccc2F)nnc1SCCOc1ccc(Cl)cc1	7	-2	8	0	4	-0.5	139	1	3
COc1ccc2nc(SCC(=O)Nc3ccccc3C)[nH]c2c1	-3	-1	-2	7	-6	2.4	96	-2	8
Cc1c(C)c2ccc(O)c(CN3CCCC3)c2oc1=O	-7	22	-3	2	-4	0.4	116	-5	6
Cn1c(CNC(=O)OC(C)(C)C)nnc1SCc1c(Cl)cccc1Cl	10	-19	-2	-2	-9	2.0	109	-3	-5
CCN(CC)S(=O)(=O)c1ccc(N2CCOCC2)c(NC(=S)NC(=O)c2ccco2)c1	6	-5	6	-7	22	-0.4	114	1	0
O=C(CN(C(=O)CCC(=O)Nc1ccccn1)c1ccc(F)cc1)NCc1ccc(F)cc1	-7	-21	-3	1	13	1.4	101	2	-3
CC(C)(C)OC(=O)N/N=C/c1ccc(C(=O)O)cc1	8	0	-5	-4	15	-1.4	111	0	-3

# Going on with the list:
smiles	EBNA-1 inh	GASC-1 inh	core dimer inh	PP1 inh	ZTA DNA inh	PP5 inh	Yeast superoxide	TPT1 inhibitor	Fh CTSL1 inh
COc1ccc(-c2ccc3nnc(SCC(=O)Nc4ccc(NC(C)=O)cc4)n3n2)cc1	-11	-16	-1	-10	0	0.4	100	2	-9
COC(=O)c1cc2occc2n1CC(=O)N(C)C1CCCCC1	7	-2	2	-4	-15	1.8	91	-1	-3
COC(=O)C1(C)CCC(C(=O)Nc2ccccc2)C1(C)C (stereo not drawn)	-8	-17	3	-9	1	1.7	101	-8	-3
COc1cccc(CN(C(=O)/C=C/c2ccco2)C2CCS(=O)(=O)C2)c1 (stereo not drawn)	-8	-6	-3	-4	-2	0.8	117	1	3
CCc1ccccc1OCC(=O)Nc1cccc(S(=O)(=O)NCc2ccco2)c1	.	-4	.	1	13	6.0	135	.	.
CCc1ccc(N(CC(=O)NC2CCCC2)C(=O)CCC(=O)Nc2ccccn2)cc1	4	13	-4	-3	1	1.7	101	1	0
COC(=O)c1ccc(-c2ccc(/C=N/N3C(=O)C4C5C=CC(CC5)C4C3=O)o2)cc1 (stereo not drawn)	8	-3	13	0	11	-1.0	98	0	2
COc1ccc(N(CC(=O)Nc2nccs2)S(=O)(=O)c2c(C)[nH]c(=O)[nH]c2=O)cc1	-1	5	4	0	18	1.2	126	4	-2
O/N=C/C1=C(Cl)c2ccccc2CC1	-15	-10	0	-1	6	1.5	99	1	-2
Cn1cc(C(CO)Cc2ccccc2)c2ccccc21 (stereo not drawn)	.	-1	.	1	-7	-1.4	98	.	.
O=C(NCc1ccccc1)C(=O)NCC1OCCN1S(=O)(=O)c1ccc(Br)cc1 (stereo not drawn)	4	-9	-1	0	5	2.6	98	-2	3
CCCCn1c(SCC(=O)Nc2ccc3c(c2)CCC3)nc2ccccc2c1=O	-8	4	5	2	8	0.0	80	-2	-1

# For convenience, some entries already given:
smiles	EBNA-1 inh	GASC-1 inh	core dimer inh	PP1 inh	ZTA DNA inh	PP5 inh	Yeast superoxide	TPT1 inhibitor	Fh CTSL1 inh
CCCc1nn(C)c(C(=O)Nc2cccc(CC)c2)c1Cl	-10	11	6	-1	11	2.5	105	-2	1
Cc1ccc(-c2csc(N3CCC(C(N)=O)(N4CCCCC4)CC3)n2)cc1	5	5	3	0	1	-1.2	86	-2	0
Cc1[nH]n(-c2ccc(Cl)cc2)c(=O)c1C=Nc1ccc(S(=O)(=O)N2CCOCC2)cc1	-7	-2	2	0	12	5.0	95	-4	-1
